Screens from PubChem BioAssay.
PMI activator: activators of human phosphomannose isomerase. P34949. purified human PMI, coupled resazurin fluorescence, 20 min; stronger effect = higher value; 1 = vehicle control, 0 substrate-free wells. activation factor at 20 µM. hit rate 0.005% among 190,000. AID 1214;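 active means activation factor of 2 or more at 20 µM, relative to plate controls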
Target sequence (P34949 whole entry, looked up): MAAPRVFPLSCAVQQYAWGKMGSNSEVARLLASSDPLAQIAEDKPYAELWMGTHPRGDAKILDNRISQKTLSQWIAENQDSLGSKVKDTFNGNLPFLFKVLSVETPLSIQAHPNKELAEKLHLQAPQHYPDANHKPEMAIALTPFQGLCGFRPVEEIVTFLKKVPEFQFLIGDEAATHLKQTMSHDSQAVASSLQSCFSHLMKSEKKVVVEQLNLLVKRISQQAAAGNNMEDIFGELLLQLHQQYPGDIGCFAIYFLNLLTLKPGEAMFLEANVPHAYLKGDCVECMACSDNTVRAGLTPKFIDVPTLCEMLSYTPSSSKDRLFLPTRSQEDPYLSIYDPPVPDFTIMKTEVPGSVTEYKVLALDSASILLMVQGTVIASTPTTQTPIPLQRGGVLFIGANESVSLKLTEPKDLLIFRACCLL
Hsp70 act: transcriptional activators of Hsp70. activation, % at 10 µM. hit rate 0.04% among 200,000. HeLa Hsp70 promoter luciferase reporter, luminescence; scaled: vehicle 0, proteasome-inhibitor control 100%. AID 1203;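 active means activation above the mean across all tested compounds plus 3 SD, cutoff set per campaign, cut at about 5.5% in these data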;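 further: 100% = MG132 at 30 µM as the positive control and 0% = DMSO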
RAM network inh: inhibitors of the yeast RAM network. S. cerevisiae dse1pr::URA3 reporter, 5-FOA growth OD615, 2 d; analog-sensitive cbk1-as2 kinase mutant strain. inhibition, % at 50 µM. hit rate 1.8% among 190,000. AID 868;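 active means inhibition above a set limit, 3 SD over mean compound inhibition, cut at about 8.4% in these data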;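 further: 0% = DMSO-only wells with no growth and 100% = 10 µM 1-NA-PP1 full growth; inhibition rescues growth on 5-FOA so higher OD means more RAM inhibition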
S1P3 antag: S1P3 (human) receptor antagonism | Q99500 | CHO S1P3 NFAT-BLA reporter, FRET fluorescence, antagonist mode | inhibition, % at 4.98 µM | hit rate 0.27% among 170,000 | AID 485;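 active means inhibition above the plate cutoff, the mean inhibition of test wells on that plate plus 3 SD, cut at about 28% in these data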;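 further: cells challenged with S1P at its EC80 of 0.8 µM; blue over green emission ratio from cleaved BLA substrate after 4 h stimulation; 0% = S1P-stimulated wells and 100% = unstimulated DMSO-only wells; some compounds past the cut are filed as inactive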
Target sequence (Q99500 whole entry, looked up): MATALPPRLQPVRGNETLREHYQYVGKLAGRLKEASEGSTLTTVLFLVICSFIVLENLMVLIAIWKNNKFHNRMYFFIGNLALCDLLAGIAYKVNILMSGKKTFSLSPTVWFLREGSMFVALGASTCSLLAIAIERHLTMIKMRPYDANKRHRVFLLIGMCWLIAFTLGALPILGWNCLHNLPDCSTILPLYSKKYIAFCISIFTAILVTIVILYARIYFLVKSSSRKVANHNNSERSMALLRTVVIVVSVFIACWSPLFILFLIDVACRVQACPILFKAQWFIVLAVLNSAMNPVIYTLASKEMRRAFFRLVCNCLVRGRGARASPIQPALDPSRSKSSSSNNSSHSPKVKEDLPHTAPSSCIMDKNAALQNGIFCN
TNAP inh hi DEA: inhibitors of human TNAP at high phosphate acceptor concentration; P05186; AID 1135; purified TNAP, CDP-star luminescence, 1 M DEA; hit rate 0.03% among 200,000; inhibition, % at 20 µM;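 active means over 50% inhibition of tissue-nonspecific alkaline phosphatase at 20 µM in the single-dose screen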;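 further: plate controls were DMSO wells for no effect and EDTA-quenched wells as full inhibition for full effect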
TNAP inh noacc: inhibitors of human TNAP without phosphate acceptor. inhibition, % at 20 µM. P05186. purified TNAP, CDP-star luminescence, 30 min. hit rate 0.26% among 200,000. AID 1012;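 active means tissue-nonspecific alkaline phosphatase inhibition above about 50% at 20 µM in the single-dose screen, limit read from the data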;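 further: 0% = DMSO negative control and 100% = EDTA positive control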
PMI act hi M6P: increases human PMI activity with near-saturating mannose 6-phosphate; hit rate 0.34% among 190,000; coupled PMI enzyme assay, resazurin fluorescence, 20 min; stronger effect = higher value; 1 = untreated enzyme, 0 = substrate-free blank; activation factor at 20 µM;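 active means activation factor of 2 or more at 20 µM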
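Test system: human phosphomannose isomerase with PGI, G6PDH, diaphorase coupling enzymes; Amount: PMI at 15 ng/mL final; Reagent: Mannose-6-phosphate 1.0 mM (near-saturating) plus 0.22 mM NADP+; Timing: 20 min, room temperature; Technique: resorufin fluorescence at Ex 544/Em 590 nm; Dosing: 20 µM single dose.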
DTT redox prof: compounds producing H2O2 with reducing agent – biochemical, NIH compound library profiling, artefact control for MLSCN library redox annotation, primary screen; DTT-dependent redox cycling H2O2, phenol red/HRP absorbance; 100% = 100 µM peroxide control, 0% = buffer; activation, % at 10 µM; hit rate 0.03% among 200,000; AID 878;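 active means activation of at least 50% relative to the plate's high and low controls in the primary single-dose screen; inactive means activation below 50%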;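 further: compound incubated with DTT at 0.8 mM final as the reducing agent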
Lmaj promast: Leishmania major promastigote growth inhibition | inhibition, % at 10 µM | AID 1063 | hit rate 9% among 200,000 | Leishmania major promastigotes, resazurin fluorescence viability; in the data active means inhibition above about 50%;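 further: promastigotes grown with compound for 44 hours at 28 °C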
Efa HMGR inh: E. faecalis class II HMG-CoA reductase inhibition. purified E. faecalis HMGR, NADPH absorbance 340 nm kinetic. inhibition, % at 10 µM. hit rate 0.41% among 190,000. AID 1066;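 active means inhibition above a set limit, the median over all tested compounds plus 3 SD, cut at about 9.5% in these data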;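 further: enzyme runs in reverse so mevalonate oxidation gives rising NADPH absorbance; 0% = complete reaction with DMSO and 100% = background rate lacking mevalonate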
Starred values were filed as active, the others as inactive; . = no result given.

SMILES	PMI activator	Hsp70 act	RAM network inh	S1P3 antag	TNAP inh hi DEA	TNAP inh noacc	PMI act hi M6P	DTT redox prof	Lmaj promast	Efa HMGR inh
Cc1c(-c2cccc(Cl)c2)nc2ccccc2c1C(=O)OC/C(O)=C(\C#N)c1nc2ccccc2[nH]1	1.1	-0.3	11*	1	-8	-18	1	-1.9	2	3
Cc1cccc(N2Cc3ccccc3C2=NC(=O)c2ccc(Cl)nc2)c1	1.3	0.4	1.4	1	-1	-1	1.2	0.1	4	-3
CC(C)N(Cc1nc(-c2ccccc2)no1)C(=O)CCCN1C(=O)c2ccccc2C1=O	1	-0.3	0.7	-4	-1	2	1	1.5	42	-1
O=C(CSc1nnc(NC(=O)c2ccc(S(=O)(=O)N3CCOCC3)cc2)s1)Nc1ccccc1C(F)(F)F	1.1	-0.3	4.4	1	-3	3	1.1	0.2	92*	-4
Cc1nc2c(C(=O)NCCc3ccccc3Cl)c[nH]n2c(=O)c1Cl	1	-0.2	0.5	-9	2	-4	1.1	0.1	-5	2
O=C(NC1CCCc2ccccc21)C1CCCO1 (stereo unspecified)	1	0.1	2.0	29	-4	-16	1	-0.5	-7	5
Cc1cc(C)nc(-n2nc(C)cc2NC(=O)c2ccc(F)cc2F)n1	1	-0.1	2.6	-3	0	-6	1	-2.1	3	1
NS(=O)(=O)c1ccc(CCNS(=O)(=O)c2ccccc2)cc1	1.1	-0.1	-0.9	-5	0	2	1.1	0.1	-3	-4
COc1ccc(-c2csc(NC(=O)COC(=O)C3=COCCO3)n2)cc1	1.1	-0.1	5.2	2	-1	-11	1.1	-0.5	5	3
O=C(Oc1ccc(C(=S)N2CCOCC2)cc1Br)c1ccccc1F	0.9	-0.1	1.1	-4	-2	-3	0.9	.	45	2
Cc1ccc(/C=N/NC(=O)c2ccc(Br)o2)s1	1.1	0.4	2.0	-9	-4	-6	1	-0.6	6	-2
O=C(c1c(F)cccc1F)N1CCCC1	1.2	0.0	-0.9	-10	-5	-5	1.2	-1.1	-6	-5
Cn1c(=O)c(=O)n(C)c2cc(S(=O)(=O)N3CCC(Cc4ccccc4)CC3)ccc21	1	-0.2	5.4	18	-6	-4	0.9	0.9	-5	2
CC(C)OC(=O)C1C2C=CC3(CN(C(C)c4ccc(Br)cc4)C(=O)C13)O2 (stereo unspecified)	1	-0.3	0.1	-12	-2	-8	1	-1.6	-12	3
CN(C)C(CNC(=O)c1ccc(S(=O)(=O)N(C)C)cc1)Cc1ccccc1 (stereo unspecified)	1	-0.2	-0.2	-32	1	-4	1.1	-0.9	34	4
O=C(Nc1nc2ccccc2n1Cc1ccccc1)c1ccco1	1	0.1	3.0	10	1	0	1.1	2.3	73*	-2
Cc1ccc(S(=O)(=O)N2CCC(C(=O)N3CCC[C@H]3C(=O)NCc3ccccc3)CC2)cc1	1	-0.5	0.1	-38	-9	-14	1	0.7	9	-4
COc1ccc(-c2nc3ncnn3cc2C)cc1F	1.1	-0.1	2.6	-13	-3	-2	1	0.9	-4	-4
OCc1cn(-c2ccccc2)nc1-c1ccco1	1	0.1	0.9	.	-4	-10	1.1	0.5	-5	-7
O=C(COc1ccc(S(=O)(=O)N2CCCC2)cc1)NCCC1=CCCCC1	1	-0.2	0.0	11	-6	-16	1	1.0	7	-3
CN(C)C(=S)c1ccc(N(C)C)cc1	0.8	0.1	2.0	-8	-3	-8	0.8	0.1	-2	0
O=C1C2C3C=CC(C3=C3CCCCC3)C2C(=O)N1c1ccccc1 (stereo unspecified)	1	-0.1	0.9	10	-2	-11	1.1	0.7	-4	-3
CCCCCCN1CC(O)=C(c2nc3ccccc3[nH]2)C1=N	1	-0.1	0.8	30	-1	-20	1	-2.3	24	1
O=C1c2ccc3c4c(ccc(c24)C(=O)N1c1cccc(O)c1)CC3	1.1	-0.2	3.5	0	-5	2	1	0.0	-3	-1
Cc1ccc(NC(=O)CS(=O)CC(=O)NC(C)CCc2ccco2)cc1Cl (stereo unspecified)	1.1	-0.1	5.6	-26	-2	-10	1.1	0.4	0	-4
COc1ccc(C=NCC2COc3ccccc3O2)cc1OC (stereo unspecified)	1.1	-0.1	1.7	.	0	-14	1.1	-0.2	-3	-1
Cc1cc(C)n(-c2ccc(C(=O)OCC(=O)Nc3ccc(S(=O)(=O)N4CCOCC4)cc3)cc2)n1	1	-0.5	2.4	13	-9	-16	0.9	0.7	17	0
COc1ccc(CC(=O)O/N=C(\N)Cc2cccc3ccccc23)cc1	0.7	-0.2	2.5	-8	-4	-19	0.7	-0.6	-3	-3
CC(=O)Nc1ccc(S(=O)(=O)NC(CC(=O)O)c2ccc(OC(C)C)cc2)cc1 (stereo unspecified)	0.9	0.1	-0.8	-32	-4	-13	1	0.1	-6	-1
Cc1ccc(C(C)C)c(Oc2nnnn2-c2ccccc2)c1	0.9	0.5	0.3	17	-3	-5	0.9	-0.2	11	-2
CC1CCN(S(=O)(=O)c2ccc(C(=O)OCc3ccc4c(c3)OCO4)cc2)CC1	1	-0.3	4.3	.	-6	-10	1.1	0.3	-6	-4
Oc1ccc(-c2n[nH]c(=S)n2Cc2ccccc2)cc1	0.9	-0.1	-0.7	-42	0	17	0.9	0.0	-9	-1
CCN(CC)c1ccc(NC(=O)Cn2nnc(-c3cccc(OC)c3OC)n2)c(C)c1	0.9	-0.2	-0.4	-16	-7	-11	1	3.4	-8	-2
OCC1(CCOc2ccccc2)CCN(Cc2cn[nH]c2-c2ccccc2)CC1	1	-0.1	0.0	-10	-1	16	1	-0.3	-3	-4
Cn1ccnc1SCC(=O)NC12CC3CC(CC(C3)C1)C2	1.1	0.3	2.6	.	-6	-9	1.1	0.2	2	0
c1ccc(Cc2nnc3sc(C4COc5ccccc5O4)nn23)cc1 (stereo unspecified)	0.9	-0.3	1.5	10	-3	-12	1	3.1	-11	-5
Cn1nnc(NC(=O)CSc2nnnn2-c2ccc(F)cc2)n1	0.9	0.0	0.1	-12	2	-4	0.9	0.5	-5	-3
COC(=O)c1ccc(/C=N/NC(=O)c2ccccc2Cl)cc1	0.9	-0.2	2.5	17	0	9	1	-0.2	5	-3
Cc1cccc(NC(=O)CSc2nnc(-c3cc(C)n(-c4ccccc4)c3C)o2)c1C	1.1	-0.2	4.9	-11	-2	-24	1	-2.6	27	-3
COc1ccc(NC(=S)Nc2ccc(S(N)(=O)=O)cc2)c(C)c1	0.7	0.2	1.7	-2	-3	-2	0.9	-0.4	6	-1
Cc1ccc(CSc2nc3c(c(=O)[nH]2)CCC3)cc1	0.8	-0.6	4.9	.	1	-4	0.9	0.1	-3	-1
Cc1ccccc1NS(=O)(=O)c1ccc2c(c1)n(C)c(=O)n2C	1	0.4	4.6	12	-3	1	1.1	-0.3	-5	-2
Fc1ccc(/C=N/n2cnn(Cc3ccccc3Cl)c2=S)cc1	0.6	0.5	5.0	-18	-4	-6	0.8	-1.9	10	-11
CC(=O)c1cc(C#N)c(N(C)Cc2ccccc2)nc1C	0.9	0.1	0.8	-18	1	-6	0.9	-1.0	9	0
CC1(C)CC(=O)C2=C(C1)Nc1ccccc1N1C(=O)c3ccccc3C21 (stereo unspecified)	1	-0.3	2.2	.	-4	0	1.1	0.2	3	0
Cc1cc(C(=O)CN2C(=O)NC3(CCCC3)C2=O)c(C)n1-c1ccc2c(c1)OCO2	0.9	-0.5	0.8	-18	-5	-10	0.9	0.1	-3	-3
C#CCOc1ccc(Br)cc1/C=N/O	1	-0.1	0.0	.	2	-11	1	0.2	9	-3
CCc1ccc2oc(-c3ccc(OC)cc3)cc(=Nc3cccc(C(=O)O)c3)c2c1	1	-0.4	6.7	-9	-4	-10	0.8	-1.0	0	-4
Cc1cc(Cl)ccc1Oc1nccc(N(C)C)c1C#N	0.9	-0.3	2.9	.	-3	-5	1	2.2	1	-17
CCc1ccc(-n2c(SCC(=O)N3CCC(C(=O)O)CC3)nnc2-c2ccncc2)cc1	1	-0.1	-0.1	-16	1	-7	0.9	-0.1	-3	0
O=C(COc1ccc(-n2ccnc2)cc1)Nc1cccc(Cl)c1	1	-0.3	1.4	-7	-5	-20	1.1	-1.5	42	-1
Cn1c(C(=O)NCCCN2CCCC2=O)cc2c(=O)n(C)c3ccccc3c21	0.9	-0.3	0.2	-8	-9	-22	0.9	-1.1	5	-4
CC[n+]1c(C)n(-c2ccccc2)c2ccc(NC(C)=O)cc21	0.5	-0.3	1.0	-6	-2	-4	1	1.0	98*	4
N#Cc1c2n(c3c(=O)n(CC(=O)c4ccc(Br)cc4)cnc13)CCCC2	1	-0.2	3.9	-2	-9	-19	0.9	-1.1	-8	-2
CCOC(=O)C1CCN(C(c2cc3cc(C)cc(C)c3[nH]c2=O)c2nnnn2C2CCCCC2)CC1 (stereo unspecified)	.	-0.2	.	-19	.	.	.	2.5	89*	.
CCC(C)c1ccc(O)c(NC(=O)c2cccnc2)c1 (stereo unspecified)	1.1	-0.3	0.3	-14	-4	-14	1.1	-0.1	-2	-3
COC(=O)Cn1cnc2c(cnn2-c2ccccc2)c1=O	1.1	0.1	0.7	2	-5	-14	1.1	0.8	5	-4
c1csc(-c2ncc3ccccn23)c1	1	-0.1	1.2	-10	-2	-1	1.1	-1.6	-5	3

Taken from the listing (seven entries):
SMILES	PMI activator	Hsp70 act	RAM network inh	S1P3 antag	TNAP inh hi DEA	TNAP inh noacc	PMI act hi M6P	DTT redox prof	Lmaj promast	Efa HMGR inh
Cn1c(C(=O)NCCCN2CCCC2=O)cc2c(=O)n(C)c3ccccc3c21	0.9	-0.3	0.2	-8	-9	-22	0.9	-1.1	5	-4
CC[n+]1c(C)n(-c2ccccc2)c2ccc(NC(C)=O)cc21	0.5	-0.3	1.0	-6	-2	-4	1	1.0	98*	4
N#Cc1c2n(c3c(=O)n(CC(=O)c4ccc(Br)cc4)cnc13)CCCC2	1	-0.2	3.9	-2	-9	-19	0.9	-1.1	-8	-2
CCOC(=O)C1CCN(C(c2cc3cc(C)cc(C)c3[nH]c2=O)c2nnnn2C2CCCCC2)CC1 (stereo unspecified)	.	-0.2	.	-19	.	.	.	2.5	89*	.
CCC(C)c1ccc(O)c(NC(=O)c2cccnc2)c1 (stereo unspecified)	1.1	-0.3	0.3	-14	-4	-14	1.1	-0.1	-2	-3
COC(=O)Cn1cnc2c(cnn2-c2ccccc2)c1=O	1.1	0.1	0.7	2	-5	-14	1.1	0.8	5	-4
c1csc(-c2ncc3ccccn23)c1	1	-0.1	1.2	-10	-2	-1	1.1	-1.6	-5	3
